# XBP1 UPR activ – adaptive UPR (XBP1) activation. 330,000 compounds, 0.33% hits. activation, % at 20 µM. CHO-XBP1 luciferase reporter, IRE1-XBP1 UPR activation, luminescence; percent of tunicamycin response, DMSO as zero. AID 463104;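 active = versus positive control, 20 µM dose yields 30% or more activation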;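 note: 100% = tunicamycin at 10 µg/mL and 0% = DMSO only wells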
#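 Assay system: CHO-XBP1 luciferase reporter cells; Schedule: 6 h treatment, 37 °C; Detection: glow luminescence from Steady-Glo reagent; Benchmarks: high control tunicamycin 10 µg/mL final, low control DMSO vehicle only.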
# CCR6 antag – antagonists of human CCR6 receptor. 340,000 compounds, 0.49% hits. inhibition, % at 20 µM. P51684. CHO-K1 CCR6 PathHunter beta-arrestin, luminescence, CCL20-stimulated;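 active = compounds whose inhibition of the agonist-driven luminescence signal at 20 µM reaches about 50%, limit read from the data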;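 note: cells stimulated with CCL20 at 14 nM final; plate controls were DMSO with CCL20 for no effect and DMSO without agonist for full effect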
# CXCR6 block – blocks human CXCR6 beta-arrestin recruitment. CHO-K1 PathHunter CXCR6 beta-arrestin, luminescence. O00574. inhibition, % at 20 µM. AID 602244. 360,000 compounds, 0.36% hits; in the data active = inhibition above about 34%, passing the limit was not always enough;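 note: antagonist mode with CXCL16 agonist at 10 nM final; 0% = 10 nM CXCL16 with DMSO and 100% = unstimulated wells without agonist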
# Target sequence (O00574 whole entry, looked up): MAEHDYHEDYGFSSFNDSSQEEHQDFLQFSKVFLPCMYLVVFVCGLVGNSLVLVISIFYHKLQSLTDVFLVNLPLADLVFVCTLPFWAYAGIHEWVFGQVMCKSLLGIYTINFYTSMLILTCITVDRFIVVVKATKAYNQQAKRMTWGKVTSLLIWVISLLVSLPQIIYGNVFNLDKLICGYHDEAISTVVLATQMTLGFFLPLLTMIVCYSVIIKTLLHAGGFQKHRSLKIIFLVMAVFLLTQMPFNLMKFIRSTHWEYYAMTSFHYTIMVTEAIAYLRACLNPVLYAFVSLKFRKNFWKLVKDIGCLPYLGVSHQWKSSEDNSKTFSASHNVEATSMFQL
# UPR CHOP act – activators of apoptotic arm of unfolded protein response (CHOP); CHO-CHOP luciferase reporter, UPR activation, luminescence; percent of tunicamycin response over DMSO baseline; activation, % at 10 µM; 330,000 compounds, 0.34% hits;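 active = at 10 µM dose, activation of 40% or more, normalized to positive control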;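 note: 100% = tunicamycin at 10 µg/mL and 0% = DMSO alone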
#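 Assay system: CHO-CHOP cells, stable luciferase reporter of PERK-eIF2a-CHOP signalling / Buffer or medium: F12 plus 10% serum / Compound dosing: one dose, 10 µM in 0.5% DMSO / Times: 6 h compound treatment, 37 °C / Technique: luciferase luminescence / Read-out: % reporter activation, DMSO baseline versus tunicamycin full activation / Benchmarks: tunicamycin and DMSO controls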
# APJ antagonist – blocks the human apelin receptor APJ; P35414; CHO-K1 APJ beta-arrestin complementation, luminescence; inhibition, % at 20 µM; 330,000 compounds, 0.32% hits;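 active = inhibition above about 40% at 20 µM, limit read from the data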;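 note: cells challenged with 10 nM apelin-13 agonist together with compound; plate controls were apelin-13 plus DMSO wells for no effect and DMSO wells lacking apelin-13 for full effect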
# Target sequence (P35414 whole entry, looked up): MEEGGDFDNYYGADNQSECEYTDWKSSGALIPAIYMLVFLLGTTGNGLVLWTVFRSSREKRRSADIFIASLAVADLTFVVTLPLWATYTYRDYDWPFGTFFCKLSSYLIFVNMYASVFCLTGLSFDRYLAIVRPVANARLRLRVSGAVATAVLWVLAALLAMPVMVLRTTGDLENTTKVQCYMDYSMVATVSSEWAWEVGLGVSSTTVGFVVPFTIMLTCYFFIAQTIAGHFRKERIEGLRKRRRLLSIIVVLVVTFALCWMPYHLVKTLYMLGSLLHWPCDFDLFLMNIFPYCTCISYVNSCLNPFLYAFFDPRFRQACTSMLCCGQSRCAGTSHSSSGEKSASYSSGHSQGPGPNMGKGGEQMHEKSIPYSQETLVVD
# tim23-1 inh – inhibits growth of tim23-1 mutant yeast | S. cerevisiae tim23-1 growth, BacTiter-Glo luminescence, 24 h | inhibition, % at 20 µM | 330,000 compounds, 1.3% hits | AID 463212;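 active = growth inhibition of the mutant yeast at or above 50%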;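 note: temperature-sensitive mutant grown at 25 °C; plate controls were DMSO-treated mutant yeast for no effect and medium wells lacking yeast for full effect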
# EBI2 block – antagonists of human EBI2 receptor. P32249. EBI2 beta-arrestin recruitment, luminescence, 7a,25-OHC stimulated. inhibition, % at 5 µM. 360,000 compounds, 0.81% hits; in the data active = inhibition above about 38%;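 note: enzyme fragment complementation signal reports receptor beta-arrestin coupling in cells; 0% = agonist plus DMSO wells and 100% = wells without agonist; some results beyond the cut were filed as inactive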
# Target sequence (P32249 whole entry, looked up, the tested form may be a part): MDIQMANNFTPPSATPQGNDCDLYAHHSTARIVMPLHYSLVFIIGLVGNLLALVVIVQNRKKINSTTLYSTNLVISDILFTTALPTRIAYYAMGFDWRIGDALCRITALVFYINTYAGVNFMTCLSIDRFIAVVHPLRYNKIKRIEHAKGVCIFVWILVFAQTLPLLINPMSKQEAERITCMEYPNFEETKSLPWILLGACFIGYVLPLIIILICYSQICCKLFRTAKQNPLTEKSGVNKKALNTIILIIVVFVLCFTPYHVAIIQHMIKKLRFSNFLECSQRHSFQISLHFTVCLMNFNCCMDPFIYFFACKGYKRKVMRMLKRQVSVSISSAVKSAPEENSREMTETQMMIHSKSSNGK
# APJ agonist – APJ receptor agonism. activation, % at 20 µM. 330,000 compounds, 0.11% hits. CHO-K1 APJ PathHunter beta-arrestin, luminescence; 0% DMSO wells, 100% apelin;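 active = activation more than six SD over the plate average, tested at 20 µM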;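 note: 0% = DMSO alone and 100% = apelin-13 at 10 nM; some results filed as inactive read as strong as hits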
#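 Test system: CHO-K1 APJ beta-arrestin complementation cell line. Amount: cell density 1000 per well. Controls: DMSO negative, 10 nM Apelin-13 positive. Signal: luminescent beta-gal fragment complementation, chemiluminescent substrate. Read-out basis: agonist-driven arrestin binding to APJ. Timing: compound stimulation 90 min at 25 °C, detection 60 min.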
# Mdm2 MdmX PPI – inhibitors of human Mdm2/MdmX interaction. 330,000 compounds, 3% hits. inhibition, % at 8 µM. SaOS-2 split-luciferase Mdm2/MdmX complementation, luminescence;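 active = inhibition of at least 50% at 8 µM in the primary screen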
# Active calls of the source: *; nt = not tested or not shown. These rows are one share of the data (hit frequency here may not be typical).
mol	CXCR6 block	Mdm2 MdmX PPI	tim23-1 inh	CCR6 antag	APJ antagonist	UPR CHOP act	APJ agonist	XBP1 UPR activ	EBI2 block
CCN1C(=O)[C@@H]2[C@@H](c3ccc(-c4ccccc4)cc3)N3CCC[C@@]3(C(=O)OC)[C@@H]2C1=O	2.0	5.9	11.5	-0.9	11.8	-0.4	-3.5	1.8	-0.4
O=C(NC1CC1)C1Nc2ccc(OC(F)(F)F)cc2C2C=CCC12 (stereo unspecified)	-11.1	-11.4	33.8	8.5	6.6	-0.9	11.9	1.9	-13.3
Cc1ccccc1OCCC(=O)Nc1ccc(N2CCOCC2)cc1N1CCOCC1	-7.6	8.6	20.4	9.6	11.7	0.7	4.5	2.1	-7.0
CCN(CC)S(=O)(=O)c1ccc(N/N=C(\C)c2cccnc2)nc1	2.5	-7.7	26.6	6.4	20.5	0.2	-3.8	-2.6	1.8
COc1ccc(C(=O)NC(=O)CSc2nc3nc(C)cc(C)n3n2)cc1	4.0	1.0	4.3	4.5	1.4	0.1	-0.9	-1.0	0.7
CCCCN(Cc1ccccc1)S(=O)(=O)c1ccc2c(c1)n(C)c(=O)c(=O)n2C	7.2	-1.1	3.6	9.7	15.0	-0.2	-5.4	-3.2	-0.4
CS(=O)(=O)N1CCN=C1SCc1ccc([N+](=O)[O-])cc1	4.1	-17.0	5.5	12.9	-1.0	-0.1	-1.7	0.4	2.3
CCOC(=O)N(CC)OC(=O)Nc1ccc(Cl)cc1	-4.0	10.4	-5.8	-6.6	1.5	-0.6	-2.9	-2.0	0.3
COC(=O)c1ccccc1Sc1ncnc2onc(C)c12	10.1	12.6	32.6	2.1	-4.0	0.6	-1.1	-3.3	-38.2
O=C(Nc1ccc2c(c1)C(=O)N(c1ccccc1)C2=O)c1cccs1	8.5	50.3*	10.1	-1.9	2.0	9.2	0.2	28.4	12.5
Cc1nn(C)c(C)c1CN(Cc1nc(-c2ccc(F)cc2F)oc1C)C1CC1	5.9	-13.5	29.4	12.2	2.4	-0.7	0.9	-3.4	-0.6
COc1cc(/C=C/C(=O)OCC(=O)N2CCCC2)cc(OC)c1OC	1.7	4.3	23.4	-5.0	3.1	1.1	-1.4	-1.5	8.7
Cc1cc(C)cc(NC(=O)C(NCC2CCCO2)c2ccccc2)c1 (stereo unspecified)	60.2*	6.9	17.3	7.9	-14.7	0.4	-3.3	-2.5	5.2
O=C(Cn1nnc(-c2ccc(Cl)cc2)n1)N1CCN(C(=O)c2ccco2)CC1	-1.9	15.4	13.8	0.0	6.6	-2.0	-4.3	0.2	1.6
Cc1cc(C)nc(NS(=O)(=O)c2ccc(NC(=O)c3ccc(N4C(=O)CCC4=O)cc3)cc2)n1	-9.0	10.8	7.8	16.1	7.2	-1.0	-3.3	0.9	-9.1
CC1(c2ccc(Cl)cc2)NC(=O)CS1 (stereo unspecified)	-1.0	-15.0	12.3	6.5	-9.5	-0.9	-2.8	2.8	-11.4
Cc1cccc(-n2ncc(C(=O)NC3CCCC3)c2C2CCN(C(=O)OC(C)(C)C)CC2)c1	1.3	6.5	21.0	13.1	-7.1	1.7	1.7	-6.2	11.8
CCOC(=O)N1CCN(CC(=O)Nc2sc(CC)cc2C(=O)c2ccc(OC)cc2)CC1	25.0	18.1	24.9	25.7	26.0	3.5	-1.2	-2.4	29.1
COc1ccc(C(C(=O)NCC2CCCO2)N(C(=O)c2snc(C(N)=O)c2N)c2ccccc2C)cc1OC (stereo unspecified)	-10.6	-6.4	14.7	-11.1	-31.3	1.5	-1.2	0.1	7.7
N#CC1=C(N)Oc2n[nH]c(-c3cccs3)c2C1c1ccccc1C(=O)O (stereo unspecified)	-7.4	14.6	17.1	-16.2	-11.2	-0.2	-5.6	-2.7	5.4
COC(=O)Cc1csc(/N=C/c2c(O)n(-c3cccc(C(F)(F)F)c3)c(=O)c3ccccc23)n1	6.1	49.4	-12.6	2.2	6.2	17.0	3.3	46.3*	8.3
COc1ccc(-c2cc(C(=O)N3CCN(C(c4ccccc4)c4ccccc4)CC3)no2)cc1	0.3	-4.6	37.5	12.7	0.3	-1.4	-5.2	3.1	90.8*
O=C(c1ccc2c(c1)N(Cc1ccccc1)CCS2)N1CCOCC1	-14.6	8.9	28.1	16.9	-10.3	-2.0	4.3	-5.0	4.7
COc1ccc(C(C)(C)C)cc1NC(=O)CCn1[nH]c(=O)ccc1=O	-4.3	-1.7	-10.1	0.1	5.7	-0.5	-1.0	0.4	-0.2
O=C(O)C(Cc1ccccc1)N1Cc2ccccc2C1=O (stereo unspecified)	-13.3	-8.8	9.2	-7.1	-0.9	0.8	-1.2	-1.3	-6.3

# Further results:
mol	CXCR6 block	Mdm2 MdmX PPI	tim23-1 inh	CCR6 antag	APJ antagonist	UPR CHOP act	APJ agonist	XBP1 UPR activ	EBI2 block
CS(=O)(=O)N(CC(=O)NCCSCc1ccccc1)c1ccccc1	-11.4	-0.2	-3.6	3.8	-26.0	-0.8	-2.5	-1.8	17.4
Cc1cc(C)cc(NC(=O)Cn2c(=O)oc3cc(S(=O)(=O)N4CC(C)CC(C)C4)ccc32)c1 (stereo unspecified)	-8.9	26.2	21.8	3.4	-13.6	1.9	-3.4	-4.4	21.0
Cc1noc(C)c1COC(=O)c1ccccc1Oc1ccccc1	-4.5	6.7	-11.9	21.1	11.9	-1.1	-5.9	0.9	9.8
CCS(=O)(=O)Nc1ccc(C2=NN(C(=O)c3ccccc3)C(c3cccs3)C2)cc1 (stereo unspecified)	1.4	31.4	11.0	9.8	5.2	0.6	-1.9	-7.9	-39.8
O=C1CCCN2N=C(SCC(=O)Nc3ccc([N+](=O)[O-])cc3)SC2=N1	4.5	-18.8	0.5	3.1	5.3	7.3	-0.1	0.5	-3.6
CCS(=O)(=O)Nc1cccc(-c2ccc3nnc(-c4cccnc4)n3n2)c1	-5.6	19.5	-1.0	2.8	9.5	5.4	4.4	-2.9	9.1
O=C(c1ccc2c3c(cccc13)CC2)C1CCCN(C(=O)c2ccc[n+]([O-])c2)C1 (stereo unspecified)	-5.0	14.7	6.0	7.0	-1.9	1.4	-1.4	0.5	2.5
COc1cc(C2C(C(=O)c3cccs3)=C(O)C(=O)N2CCN2CCOCC2)ccc1OCCC(C)C (stereo unspecified)	3.4	-12.1	-9.1	14.0	9.5	0.5	-2.1	-1.1	-8.9
CCc1cccc(C)c1NC(=S)N1CCCC1C(=O)O (stereo unspecified)	-10.9	0.7	3.0	11.7	7.1	-1.5	-0.5	-0.5	-8.3
CCCCC1(C(=O)OCC)NC(c2ccc(O)cc2)C2C(=O)N(c3ccccc3)C(=O)C21 (stereo unspecified)	-4.4	4.6	1.2	13.4	10.6	2.4	-4.8	-6.1	10.2
CCN1CCN(C(=O)c2cc(S(=O)(=O)Nc3ccc(S(C)(=O)=O)cc3)ccc2Cl)CC1	1.6	-7.9	5.3	13.7	7.3	1.4	-2.7	-7.8	-2.8
CCOc1ccc(NC(=O)/C(C=Nc2ccccc2)=C(\C)O)cc1	-6.1	9.1	15.9	2.4	-15.8	2.0	-0.6	-2.0	8.0
O=C(Nc1ccc2c(c1)OCCO2)C1CCN(S(=O)(=O)c2ccc3c(c2)OCCO3)CC1	4.4	9.2	16.3	-3.2	-1.2	1.6	-2.7	0.6	5.4
CCCN(CCC)CCCNC(=O)c1cn(CC)c2ccc(S(=O)(=O)N3CCc4ccccc4C3)cc2c1=O	3.8	74.8*	12.3	30.0	2.4	2.0	-2.2	2.5	10.5
COc1cccc(-c2c(C(=O)N/N=C/c3ccsc3)nnn2-c2nonc2N)c1	-16.3	6.1	-10.9	-0.9	1.1	1.7	1.4	-2.4	3.3
CCOc1ccc(CN(C(=O)c2cccs2)C2CCS(=O)(=O)C2)cc1 (stereo unspecified)	11.1	21.7	-0.7	-4.7	3.0	-1.3	-2.9	-3.3	12.5
COc1ccc(C/C(N)=N/OC(=O)c2ccco2)cc1OC	-15.4	6.7	2.6	-27.0	-86.5	0.1	6.2	-3.1	-6.2
C/C(=N\Nc1ncc(Cl)cc1Cl)c1cccs1	-1.0	-227.5	16.0	nt	5.3	1.5	-8.2	1.3	-2.2
O=C(Nc1ccccc1)N1CCC(C(=O)N2CCCC(C(F)(F)F)C2)CC1 (stereo unspecified)	0.5	10.4	2.6	16.5	20.1	1.5	-2.1	-5.1	3.1
CC(=O)c1sc(NC(=O)c2ccccc2F)nc1-c1ccccc1	-4.7	-110.8	7.5	20.4	12.4	4.9	-4.3	4.8	5.6
COc1cccc(-c2nc(CS(=O)(=O)CC(=O)NCCC(C)C)c(C)o2)c1	8.1	17.7	27.3	9.4	0.2	-0.7	-2.2	1.1	-3.3
O=C(O)c1ccn(Cn2cnc3ccccc32)n1	2.5	-16.9	7.3	2.5	7.3	-1.0	-1.8	-1.2	7.6
CC(=O)CSc1ncnc2sc3c(c12)CCC(C)C3 (stereo unspecified)	10.4	2.4	37.1	18.2	6.6	2.7	-2.4	8.4	-8.9
O=c1cc(CSc2ccc(Cl)cc2)nc(N2CCOCC2)[nH]1	3.4	-6.2	3.7	9.2	-1.2	-0.2	-2.1	1.7	2.9
O=C(CSc1n[nH]c(Cc2ccccc2)n1)Nc1ccccc1Br	-4.3	4.4	15.2	17.8	-2.4	-0.7	0.4	-0.2	2.0

# Three compounds already listed, sorted by formula weight, highest first:
mol	CXCR6 block	Mdm2 MdmX PPI	tim23-1 inh	CCR6 antag	APJ antagonist	UPR CHOP act	APJ agonist	XBP1 UPR activ	EBI2 block
COc1ccc(C(=O)NC(=O)CSc2nc3nc(C)cc(C)n3n2)cc1	4.0	1.0	4.3	4.5	1.4	0.1	-0.9	-1.0	0.7
O=C(NC1CC1)C1Nc2ccc(OC(F)(F)F)cc2C2C=CCC12 (stereo unspecified)	-11.1	-11.4	33.8	8.5	6.6	-0.9	11.9	1.9	-13.3
CC(=O)CSc1ncnc2sc3c(c12)CCC(C)C3 (stereo unspecified)	10.4	2.4	37.1	18.2	6.6	2.7	-2.4	8.4	-8.9

# Next part
mol	CXCR6 block	Mdm2 MdmX PPI	tim23-1 inh	CCR6 antag	APJ antagonist	UPR CHOP act	APJ agonist	XBP1 UPR activ	EBI2 block
N#Cc1c(NCCN)nc(-c2ccco2)c2c1CCCC2	-3.3	27.0	17.9	29.5	23.7	0.2	-1.8	-0.9	-3.0
CC(C)CCN1CCN(C2CCN(c3ccc4c(c3)OCO4)CC2)CC1CCO (stereo unspecified)	-5.6	-29.3	6.9	11.5	13.5	1.5	-3.3	-4.7	-9.4
COc1cccc(COC(=O)C2CCN(S(=O)(=O)c3ccc(F)cc3)CC2)c1OC	0.0	1.8	24.4	8.8	22.8	2.9	-1.5	1.3	13.9
CCNC(=S)N/N=C/c1ccccc1[N+](=O)[O-]	-7.7	5.5	-6.2	5.6	13.3	1.8	-1.5	1.1	0.0
CCc1ccc2[nH]c(=O)c(CN(CC3CCCO3)C(=S)NCc3ccco3)cc2c1 (stereo unspecified)	4.3	-15.1	11.7	10.5	-10.2	-1.4	1.5	-2.4	1.2
